Source: PubChem BioAssay
PLK1 PBD inh = PLK1 (human) polo-box domain binding inhibition. actives 2.8% (n = 360,000). Potency, µM, inactives show max response, negative = inhibition, most hits filed as inhibitors. P53350. Plk1 PBD binding of FITC phosphopeptide, fluorescence polarization. AID 720504; also: potency is read from the fitted curve at half-maximal effect; series mostly up to about 57 µM; % is scaled to controls: 0 for no effect and ±100 for the full control effect; nearly all actives have a fitted effect of over 65% in size
Target sequence (P53350 whole entry, looked up, the tested form may be a part): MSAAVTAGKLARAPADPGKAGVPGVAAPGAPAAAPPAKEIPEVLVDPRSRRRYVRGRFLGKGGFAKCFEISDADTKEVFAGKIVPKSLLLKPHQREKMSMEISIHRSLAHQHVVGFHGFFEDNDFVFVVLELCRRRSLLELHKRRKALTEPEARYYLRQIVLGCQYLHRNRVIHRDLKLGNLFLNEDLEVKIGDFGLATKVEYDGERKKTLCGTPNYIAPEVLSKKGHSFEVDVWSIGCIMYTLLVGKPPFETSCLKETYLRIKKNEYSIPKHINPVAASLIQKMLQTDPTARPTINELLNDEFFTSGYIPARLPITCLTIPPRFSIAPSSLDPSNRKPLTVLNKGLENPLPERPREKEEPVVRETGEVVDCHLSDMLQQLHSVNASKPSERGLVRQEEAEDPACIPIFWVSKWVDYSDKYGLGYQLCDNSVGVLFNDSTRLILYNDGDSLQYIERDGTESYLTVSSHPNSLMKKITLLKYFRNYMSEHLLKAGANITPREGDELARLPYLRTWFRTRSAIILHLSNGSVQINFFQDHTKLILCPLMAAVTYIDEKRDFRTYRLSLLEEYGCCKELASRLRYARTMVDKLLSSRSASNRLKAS
WRN inhibitor = WRN helicase (human) inhibition; actives 0.46% (n = 360,000); AID 651768; WRN helicase unwinding, fluorescent forked duplex, kinetic; Potency, µM (highest dose often 114 µM), for the others: top-dose activity change, negative = inhibition, usual class: inhibitors; Q14191; also: potency is read from the fitted curve at half-maximal effect; % is scaled to controls: 0 for no effect and ±100 for the full control effect; nearly all actives have a fitted effect of over 55% in size
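WRN at 20 nM final was preincubated with compound for 15 min at room temperature; reaction started with 100 nM forked duplex oligonucleotide carrying fluorophore and quencher plus 2 mM ATP (final). Unwinding followed kinetically by red fluorescence (ex 525/em 598 nm).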
FUS suppressor = suppressors of FUS proteinopathy in yeast; AID 1347120; actives 0.24% (n = 390,000); Potency, µM (series often up to 76.6 µM), for the others: at the highest dose growth rescue (activation), hits mostly activators; S. cerevisiae FUS-expressing, growth rescue, OD600, 24 h;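 also: potency is read from the fitted curve at half-maximal effect; plate controls were DMSO vehicle for no effect and reference control for full effect; nearly all actives have a fitted effect of over 55% in size; some results filed as inactive show a strong effect at the top dose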
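Quantitative HTS measuring growth restoration of FUS-toxic yeast. Galactose-induced cells (OD 0.005) were exposed 24hr at 30C to compounds at several concentrations, then absorbance at 600 nm was recorded.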
EPAC1 agonist = agonists of human EPAC1 | O95398 | EPAC1 agonist qHTS, biochemical assay; response scale: 100% = response to 6.5 mM cAMP | Potency, µM (series often up to 154 µM), without a hit: top-dose activation, most hits filed as activators | actives 0.073% (n = 360,000) | AID 720707; also: potency is read from the fitted curve at half-maximal effect; nearly all actives have a fitted effect of over 60% in size
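Read-out is the fluorescence drop as BODIPY-GDP leaves Rap1B (480 nm excitation, 540 nm emission), recorded every 5 minutes over 30 minutes. Reactions held 100 nM EPAC1, 250 nM Rap1B–BODIPY-GDP and 50 uM GDP, with 6.5 mM cAMP setting full activation.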
EPAC1 antagonist = antagonists of human EPAC1; O95398; EPAC1 GEF assay, Rap1b-BODIPY-GDP exchange fluorescence; Potency, µM (titrated, usually from 115 µM), without a hit: top-dose activity change, negative = inhibition, hits mostly inhibitors; actives 0.14% (n = 360,000); AID 720709;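 also: potency is read from the fitted curve at half-maximal effect; plate controls were vehicle for no effect and positive control for full effect; nearly all actives have a fitted effect of over 50% in size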
IL2 activator = activators of IL-2 | AID 652025 | actives 0.065% (n = 360,000) | IL-2 activation reporter assay, cell-based qHTS; stimulated with anti-CD3/CD4/CD28 beads; in transgenic mouse T cells | activation, % (series mostly up to about 46 µM); in the data active = activation above about 50%; inconclusive = mostly about 30% to 49%; also: 0% is about no effect
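Unstimulated transgenic mouse T cells, 750 per well, received compound and, after 60 minutes, anti-CD3/anti-CD4 bead plus anti-CD28 stimulation. EGFP and DsRed were quantified after 18 hours.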
PI5P4K alpha inh = PI5P4K alpha (human) kinase inhibition; AID 652105; max response, %; P48426; PI5P4Kalpha enzyme, ADP-Glo luminescence, 60 min; hits give low values; actives 1.2% (n = 330,000); active = max response of -50% or lower; inconclusive = between -30% and -50%; inactive = -30% or higher; also: value at the top dose of about 77 µM; % is scaled to controls: 0 for no effect and ±100 for the full control effect
Target sequence (P48426 whole entry, looked up): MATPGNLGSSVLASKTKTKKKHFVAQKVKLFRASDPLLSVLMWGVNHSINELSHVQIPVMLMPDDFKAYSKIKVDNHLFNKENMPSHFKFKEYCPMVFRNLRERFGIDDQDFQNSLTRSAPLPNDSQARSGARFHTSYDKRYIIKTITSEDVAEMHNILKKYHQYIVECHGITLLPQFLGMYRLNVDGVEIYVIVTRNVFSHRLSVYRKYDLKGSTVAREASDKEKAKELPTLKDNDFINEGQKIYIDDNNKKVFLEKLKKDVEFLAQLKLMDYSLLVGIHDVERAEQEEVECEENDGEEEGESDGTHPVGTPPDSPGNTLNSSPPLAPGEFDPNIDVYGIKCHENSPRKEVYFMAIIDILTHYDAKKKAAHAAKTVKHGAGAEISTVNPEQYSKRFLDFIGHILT
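ADP-Glo luminescence end-point read after a 60 min room-temperature kinase reaction of PI5P4Kalpha plus substrate, initiated with ATP at 5 microM final. Buffer: 0.038 M HEPES pH 7.4, EGTA, 0.1% CHAPS, 5% DMSO.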
Abeta yeast res = compounds reversing amyloid beta toxicity in yeast | yeast expressing A-beta42, growth rescue, OD600, 48 h; response scale: 0% DMSO, 100% iron-clioquinol control | Potency, µM (top dose mostly 46.1 µM), without a hit: at the highest dose growth rescue, usual class: activators | actives 0.063% (n = 410,000) | AID 1347071; also: potency is read from the fitted curve at half-maximal effect; nearly all actives have a fitted effect of over 55% in size
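Yeast growth medium received pinned compounds, then yeast cells expressing toxic A-beta were added; plates incubated at 30 C for 48 hr. Growth read as absorbance at 600 nm, normalized to DMSO and equimolar FeCl3 plus clioquinol controls.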
Numbers without * were called inactive; ? = inconclusive; / = no result given; [ ] = remark or other dose. Unless noted, calls follow the shape of the dose curve; as a rule, active = well fitted curve in the direction sought with a large enough effect; inconclusive = small, poorly fitted or top-dose-only effect, or another doubt; inactive = no such curve, though single readings can be large; an effect the other way counts as inactive or inconclusive. Rows are unselected (roughly 4.1% active in at least one column).

SMILES | PLK1 PBD inh | WRN inhibitor | FUS suppressor | EPAC1 agonist | EPAC1 antagonist | IL2 activator | PI5P4K alpha inh | Abeta yeast res
COC(=O)c1ccc(Oc2nc(SC)nc(N(C)C)n2)cc1 | -0.1% | -8.4% | -16.0% | -7.7% | 8.1% | -0.4 | 6.7 | -22.6%
CCC(C(=O)N1CCN(S(C)(=O)=O)CC1)c1ccccc1 (stereo not drawn) | -5.6% | -7.1% | 28.6% | 5.0% | -1.5% | 2.3 | / | -5.4%
C[C@@H](C(=O)Nc1ccc2ccccc2c1)[C@@H]1C[C@@]1(C)[C@@H](NC(=O)c1cccnc1)c1ccccc1 | -10.7% | 3.6% | ? | -3.4% | -12.2% | -0.1 | -5.5 | -7.5%
CCn1c(SCC(=O)Nc2ccccc2Br)nnc1-c1cnccn1 | 21.2µM* | 6.9% | -13.9% | -9.1% | -10.1% | -4.3 | -5.2 | -10.8%
O=[N+]([O-])c1ccc(N2CCOCC2)cn1 | -3.5% | 2.4% | 19.7% | 5.3% | -0.8% | -0.9 | 3.2 | -10.3%
CS(=O)(=O)N(CC(=O)N1CCCC1)c1cccc(F)c1 | -4.7% | 7.4% | -13.2% | -0.7% | 0.6% | -0.3 | -5.1 | 5.2%
COc1cc(NC(=O)N[C@@H](CCSC)C(=O)O)cc(OC)c1 | -1.5% | -3.0% | -9.1% | 11.2% | 6.6% | -1.6 | 2.6 | 3.0%
CCCCOC(=O)Oc1ccc2c(=O)c(Oc3cccc(C)c3)coc2c1 | -9.0% | -23.1% | / | 5.9% | -15.4% | 0.9 | 0.0 | 5.5%
Cc1cccn2c(=O)c(C=O)c(Nc3ccccc3)nc12 | -0.6% | 1.7% | -30.7% | 1.4% | -12.2% | -2.9 | 3.5 | -4.9%
CCCCCC(=O)N1C[C@@H](O)[C@H](n2cc(-c3ccc(F)cc3)nn2)C[C@@H]1c1ccccc1 | -12.4% | 0.2% | 36.2% | -2.0% | -3.5% | -0.8 | 1.0 | 1.7%
O=C(c1cccc(F)c1)N1CCN(CC2CC3C=CC2C3)CC1 (stereo not drawn) | -12.6% | -41.0%[57.1 µM] | -16.5% | -6.2% | 8.1% | -2.5 | -9.5 | -5.7%
O=C(Nc1nccs1)C1(c2ccc(Cl)cc2)CC1 | 7.9% | -1.8% | -10.4% | -7.7% | -3.9% | -0.8 | -3.7 | 5.3%
CN(C)C(=S)NC(C)(C)C | -5.1% | 13.4% | 5.4% | -11.1% | -7.0% | -0.6 | -1.1 | -13.4%
COc1ccc(C(=O)N/C(=C\c2cn(C)c3ccccc23)C(=O)N2CCN(C)CC2)cc1OC | 26.7µM* | -0.1% | 4.6% | 0.1% | 19.7% | -4.9 | -12.1 | 13.5%
CCN(CC(=O)Nc1ccc(C)c(F)c1)CC(=O)NC(C)C | -12.5% | 7.6% | 7.6% | 4.2% | 4.2% | 1.1 | 0.4 | -19.6%
O=C1CC(/C=C/c2cccnc2)=Nc2ccccc2N1 | -15.6% | -4.0% | 30.3% | 3.7% | -5.3% | -0.6 | 2.6 | -1.8%
CC(C)CCn1c(SCC(=O)N2CC(=O)Nc3ccccc32)nc2scc(-c3cccs3)c2c1=O | -12.9% | -11.6% | -4.3% | 2.8% | -14.5% | 0.6 | -67.0* | 9.3%
CCC(=O)N1CCCC(C(=O)NS(=O)(=O)c2cc(C)c(Cl)cc2C)CC1 (stereo not drawn) | -5.5% | -5.4% | 21.1% | 0.8% | 3.1% | 0.2 | -4.3 | -14.7%
COc1cccc2c1OC1(C)CC2NC(=O)N1Cc1ccccc1 (stereo not drawn) | -3.0% | -0.9% | 22.9% | 2.3% | 12.3% | -4.5 | -2.8 | -12.0%
O=C(COc1ccc2ccccc2c1)NNC(=O)[C@@H]1CCCC[C@@H]1C(=O)O | 1.9% | -14.5% | / | -9.7% | -12.1% | 3.9 | -4.4 | 11.8%
O=C(CCn1c(=S)[nH]c2cc3c(cc2c1=O)OCO3)NCc1cccc(Cl)c1 | -16.7% | 0.2% | -19.0% | -9.3% | -5.5% | -4.3 | -8.0 | 1.4%
CCOc1ccc(C2c3cc(OC)c(OC)cc3CC(=O)N2c2ccc(OC)cc2)cc1 (stereo not drawn) | 0.0% | -4.0% | 40.8% | 2.6% | -11.7% | 0.7 | / | 0.2%
CCc1c(C(=O)Nc2ccc(C)c(C)c2)[nH]c(C)c1C(C)=O | 0.5% | 0.3% | 1.0% | 3.1% | -10.3% | -0.1 | -1.3 | -19.0%
Cc1cccc(NC(=O)Cn2c(=O)n(C)c3ccccc32)c1 | -1.3% | 3.5% | -21.6% | 3.8% | -19.0% | 0.2 | 6.7 | 6.2%
COc1cccc(-n2nc(C#N)c(Cl)cc2=O)c1 | ? | ? | 10.9% | 4.3% | ? | -6.1 | 0.2 | -83.1%[inhibitor]

Taken from above:
IL2 activator, `CCN(CC(=O)Nc1ccc(C)c(F)c1)CC(=O)NC(C)C` = 1.1
WRN inhibitor, `CCC(C(=O)N1CCN(S(C)(=O)=O)CC1)c1ccccc1` (stereo not drawn) = -7.1%

Continuation.
SMILES | PLK1 PBD inh | WRN inhibitor | FUS suppressor | EPAC1 agonist | EPAC1 antagonist | IL2 activator | PI5P4K alpha inh | Abeta yeast res
Clc1ccc(-n2ncc3c(NCCN4CCOCC4)ncnc32)cc1 | -7.4% | -23.5% | -27.1% | 5.7% | -15.8% | 2.3 | 8.2 | -2.7%[9.22 µM]
COc1ccc(NC(=O)CCCC2=NS(=O)(=O)c3ccccc3N2)cc1 | 2.3% | -1.7% | -17.6% | 6.7% | -7.4% | -1.0 | 9.9 | -1.9%
CC(=O)N1CCc2c(sc(NC(=O)c3ccc([N+](=O)[O-])o3)c2C(N)=O)C1 | ? | -11.7% | -3.0% | 15.0% | ? | 1.0 | -64.6* | -10.1%
CN(c1cccc(F)c1)c1cc2c(c3c1ccn3C)C1CCC2C1 (stereo not drawn) | -11.4% | -6.9% | 1.4% | 0.9% | -12.9% | 0.2 | 17.1 | -9.1%
CCN(Cc1nc(-c2ccccc2)no1)C(=O)c1ccoc1C | -2.6% | -2.4% | 0.6% | 6.7% | -0.1% | -0.8 | 1.7 | -0.9%
COC(=O)c1ccsc1NC(=O)c1cccc(OC)c1 | -5.3% | -5.1% | 13.7% | 3.0% | -9.6% | 0.4 | 2.0 | -19.4%
COc1cccc(OCC(=O)N(C)Cc2nc(-c3ccccc3)no2)c1 | -8.3% | -10.5% | 19.6% | 7.5% | -12.4% | 0.2 | 2.3 | -9.6%
CCN(CC(=O)Nc1c(F)cccc1F)C(=O)c1ccc2ccccc2n1 | -11.2% | 0.1% | 7.9% | 2.9% | -5.9% | 2.3 | -0.3 | -3.5%
O=C(Nc1cc(Cl)cc(Cl)c1)N[C@@H]1CC[C@@H](CCNS(=O)(=O)c2cccc(F)c2)O[C@@H]1CO | 0.3% | -1.4% | 38.6% | 2.1% | 17.7% | -0.3 | 14.3 | -1.2%
COCCCN(C(=O)CSCc1c(C)noc1C)c1c(N)n(Cc2ccccc2)c(=O)[nH]c1=O | -0.4% | 2.0% | 11.6% | -2.6% | 9.9% | 0.3 | -4.0 | -6.5%
O=C(CSC(=S)N1CCCC1)Nc1ncc(Cl)cc1Cl | -6.1% | -6.1% | -4.7% | -0.3% | -15.9% | -3.1 | 12.7 | 8.4%
COc1ccc(-n2nc3c(N4CCC(C(=O)NCc5ccccc5)CC4)nnc(C)c3c2C)cc1 | -9.6% | 120.6%[activator] | -0.6% | -8.7% | -14.5% | 2.0 | -5.4 | -2.2%
CCN(C(=O)COC(=O)c1ccc(=O)n(Cc2ccccc2)n1)C1CCCCC1 | 5.3% | 4.0% | 0.9% | -3.4% | -22.8% | -0.6 | 3.2 | -8.5%
CCc1ccc(-c2nc(CN3CCCC(C(=O)O)C3)c(C)o2)cc1 (stereo not drawn) | -10.5% | 1.9% | 10.6% | -3.1% | -3.3% | 3.2 | 4.1 | 3.4%
O=C(c1ccc2[nH]c(=O)c(=O)[nH]c2c1)N1CCc2ccccc2C1 | -3.5% | -9.1% | -5.1% | 4.6% | -13.4% | -0.3 | 3.0 | /
N#Cc1ccccc1NC(=O)CN(Cc1ccccc1)Cc1ccccc1 | -12.1% | -10.2% | 35.3% | -1.7% | -17.9% | -0.1 | 12.2 | -18.2%
C=CCn1c(SC(C)C(=O)c2c(N)n(C)c(=O)n(C)c2=O)nnc1-c1ccoc1C (stereo not drawn) | 3.5% | 4.8% | 5.9% | 5.3% | 0.6% | -0.3 | -1.4 | 1.8%
O=C(c1cnccn1)N(c1ccccc1)C1(C(=O)NC2CCCCC2)CCCCC1 | 1.1% | 3.5% | 17.7% | 0.3% | 6.5% | -1.4 | 0.7 | 17.2%
COc1cc(C(=O)NCC(c2ccco2)N2CCOCC2)cc(OC)c1OC (stereo not drawn) | -7.3% | 7.1% | -10.6% | 2.3% | -4.8% | -3.5 | -4.2 | 5.0%
OCCN(CCO)c1cc2c3ccccc3ccc2c2ccccc12 | -2.1% | ? | 22.6% | 24.7% | ? | 0.3 | 38.2 | -12.1%
CN(C)S(=O)(=O)N1CCC(Oc2ccc(C(=O)N3C[C@@H]4CCC[C@H]3C4)cc2)CC1 | -5.6% | -12.2% | ? | -13.6% | 8.0% | -2.5 | 4.9 | 2.0%
C/C(=N\Nc1cc(Cl)nc(C)n1)c1ccc(Cl)c(Cl)c1 | -7.7% | -3.9% | 25.4% | 10.6% | 5.8% | -1.3 | / | -4.8%
COCC1CCN(Cc2cn(Cc3ccccc3)nc2-c2cc3ccccc3o2)CC1 | 0.8% | -0.3%[57.1 µM] | 10.8% | 7.8% | -15.7% | -1.8 | 5.2 | ?
COC(=O)c1ccc(/C=C/c2c(-c3ccc(OC)cc3)oc3ccc(N4CCOCC4)cc23)cc1 | -3.2% | -2.3% | -2.5% | 4.0% | -25.8% | -0.6 | 10.3 | ?
O=[N+]([O-])c1ccccc1C=NNC(=S)NN=Cc1ccccc1[N+](=O)[O-] | -13.4% | -3.1% | 35.5% | 0.4% | -8.7% | -1.0 | -19.9 | 11.7%
CC(C)(C)OC(=O)N1CCC[C@H]1C(=O)NCC1CCC(C(=O)O)CC1 (stereo partly drawn) | -9.2% | 5.9% | 2.6% | -1.6% | -2.1% | -3.3 | 4.7 | 3.8%
CCN(c1ccc(NC(=O)c2ccc(N3CCCC3=O)cc2)cc1)C(C)C | -1.1% | -2.5% | -1.0% | -5.3% | 10.7% | -4.2 | ? | 12.2%
